Assay outcomes deposited in PubChem by Dana-Farber Cancer Institute and Novartis Institutes for BioMedical Research (Cambridge, Mass).
USP8 inh – inhibitors of human USP8 deubiquitinase | Ubiquitin carboxyl-terminal hydrolase 8 (Homo sapiens), P40818 | 4.2% of 47,000 active | inhibition, % at 20 µM | purified USP8, Ub-rhodamine cleavage fluorescence, 30 min
USP7 inh – inhibitors of human USP7 deubiquitinase. AID 1645854, 2021. purified USP7, Ub-rhodamine cleavage fluorescence. Ubiquitin carboxyl-terminal hydrolase 7 (Homo sapiens), Q93009. inhibition, % at 20 µM. 0.3% of 47,000 active
USP17 block – inhibitors of human USP17 deubiquitinase | inhibition, % at 50 µM | 6.5% of 47,000 active | purified USP17, Ub-rhodamine cleavage fluorescence, 3 h | AID 1645855, 2021
OTUD3 block – inhibitors of human OTUD3 deubiquitinase; OTU domain-containing protein 3 (Homo sapiens), Q5T2D3; 0.7% of 47,000 active; purified OTUD3, Ub-rhodamine fluorescence, 2 h; inhibition, % at 25 µM
USP10 block – inhibitors of human USP10 deubiquitinase | inhibition, % at 20 µM | purified USP10, Ub-rhodamine fluorescence, 60 min | AID 1645856, 2021 | 1.1% of 47,000 active | Ubiquitin carboxyl-terminal hydrolase 10 (Homo sapiens), Q14694
Target sequence (Q14694 whole entry, looked up): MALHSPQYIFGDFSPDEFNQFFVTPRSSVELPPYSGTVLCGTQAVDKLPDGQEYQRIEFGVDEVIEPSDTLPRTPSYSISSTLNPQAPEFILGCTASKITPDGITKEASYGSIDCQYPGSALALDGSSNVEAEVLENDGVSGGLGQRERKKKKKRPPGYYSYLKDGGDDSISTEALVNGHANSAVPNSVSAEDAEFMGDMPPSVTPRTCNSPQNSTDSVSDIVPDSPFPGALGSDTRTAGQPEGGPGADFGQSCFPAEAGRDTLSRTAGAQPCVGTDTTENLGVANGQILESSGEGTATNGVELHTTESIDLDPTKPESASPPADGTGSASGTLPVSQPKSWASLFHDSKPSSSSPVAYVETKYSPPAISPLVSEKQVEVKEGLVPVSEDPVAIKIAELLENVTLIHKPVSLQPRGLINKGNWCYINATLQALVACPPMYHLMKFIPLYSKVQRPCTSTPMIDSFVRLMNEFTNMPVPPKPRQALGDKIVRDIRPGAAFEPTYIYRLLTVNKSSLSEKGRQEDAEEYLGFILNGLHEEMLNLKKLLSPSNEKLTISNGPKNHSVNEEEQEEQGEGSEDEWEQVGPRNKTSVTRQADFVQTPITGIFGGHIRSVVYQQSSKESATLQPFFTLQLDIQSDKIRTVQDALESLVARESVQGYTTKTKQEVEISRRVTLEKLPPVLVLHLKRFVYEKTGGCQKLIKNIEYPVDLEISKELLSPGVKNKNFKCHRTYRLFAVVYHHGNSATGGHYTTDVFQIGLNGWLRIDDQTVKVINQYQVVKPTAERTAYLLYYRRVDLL
USP30 inh – inhibitors of human USP30 deubiquitinase. Ubiquitin carboxyl-terminal hydrolase 30 (Homo sapiens), Q70CQ3. inhibition, % at 25 µM. purified USP30, Ub-rhodamine cleavage fluorescence. AID 1645860, 2021. 5.3% of 47,000 active
USP28 block – inhibitors of human USP28 deubiquitinase | Ubiquitin carboxyl-terminal hydrolase 28 (Homo sapiens), Q96RU2 | purified USP28, Ub-rhodamine cleavage fluorescence, 30 min | inhibition, % at 25 µM | 3% of 47,000 active | AID 1645857, 2021
UCHL1 block – inhibitors of human UCHL1 deubiquitinase. Ubiquitin carboxyl-terminal hydrolase isozyme L1 (Homo sapiens), P09936. purified UCHL1, Ub-rhodamine cleavage fluorescence. inhibition, % at 20 µM. 0.2% of 47,000 active
Target sequence (P09936 whole entry, looked up): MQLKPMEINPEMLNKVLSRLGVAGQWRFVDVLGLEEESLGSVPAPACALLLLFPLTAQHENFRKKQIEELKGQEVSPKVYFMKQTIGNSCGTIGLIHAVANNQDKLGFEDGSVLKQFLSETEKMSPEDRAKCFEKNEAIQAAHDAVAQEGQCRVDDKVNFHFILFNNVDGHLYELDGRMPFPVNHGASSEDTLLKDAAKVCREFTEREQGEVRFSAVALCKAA
Active calls of the source: *; i = inactive; . = no result given. Rule as the data show it: active = inhibition above about 30%; inactive = the rest.

Below each compound – OTUD3 block, USP30 inh, USP28 block, USP17 block, UCHL1 block, USP7 inh, USP10 block, USP8 inh
> O=C(C1c2ccccc2C(=O)N(Cc2ccccc2)C12CCCC2)N1CCOCC1 (stereo not drawn)
→ -7.8, -0.5, -7.0, -7.2, 0.7, -6.9, -2.4, -5.1
> CN1CC(=O)N(C2CCCNCC2)Cc2c(NCC3CC3)ncnc21 (stereo not drawn)
→ -10.0, 0.2, -8.0, -17.1, -3.1, 0.0, 1.2, -55.3
> O=C(O)C1CCCCN1C(=O)C1CCN(S(=O)(=O)c2ccccc2)CC1 (stereo not drawn)
→ 5.4, 2.5, -5.5, 6.5, 0.8, 1.2, -1.0, -29.2
> O=c1c2cnc(N3CCN(c4ccc(F)cc4)CC3)nc2ccn1Cc1cccnc1
→ -3.6, -0.1, -4.1, 7.5, -2.0, 0.0, -1.2, -3.2
> Cc1ccc2c(n1)N(C)C(c1ccc(NC(=O)C3CC3)cc1)NC2=O (stereo not drawn)
→ 8.1, -16.3, -1.8, -4.4, 3.4, 1.0, 3.7, 13.8
> Cc1nnc(-c2nnc(NC3CCCC3)c3ccccc23)o1
→ 13.8, 16.6, 12.0, 14.7, 1.6, 6.2, 1.2, -2.1
> COCCNc1nc(SC)nc2c1sc1nc(-c3ccccc3)c3c(c12)CCC3
→ -8.5, -19.8, -7.2, -2.4, 2.1, 1.0, 2.3, -3.5
> CCCc1cc(=O)n2[nH]c(-c3sccc3-n3cccc3)cc2n1
→ 0.1, 25.3, 15.6, 1.5, 7.7, 11.9, 9.8, -109.2
> CCOC(=O)C1C(c2ccc(Br)cc2)C2(C(=O)c3ccccc3C2=O)C2C=Cc3ccccc3N12 (stereo not drawn)
→ -204.0, i, -191.2, -48.0, -161.3, -143.9, -11.0, -97.5
> CCOC(=O)c1ccc(OCC2c3cc(OC)c(OC)cc3CCN2C(=O)C(C)Oc2ccccc2)cc1 (stereo not drawn)
→ -5.5, -28.9, 0.0, 32.4*, 7.3, 6.3, -6.3, 85.3*
> CC1(C)Cc2nc3sc4c(SCc5ccc(Br)cc5)ncnc4c3cc2CO1
→ -5.7, -13.6, -4.7, -18.1, -0.1, -38.5, -5.9, -6.8
> C/C=C/C=C/c1cccc(O)c1CO
→ -22.6, -75.1, -23.2, -40.4, -12.9, -11.9, -3.0, -29.3
> CCCn1nnc2cc(S(=O)(=O)N3CCC(C(=O)N4CCOCC4)CC3)ccc21
→ 6.8, 27.1, 10.9, 10.3, 1.1, 4.5, -3.0, 0.6
> Cc1cc(C)n(CC2CN(Cc3cccc(C(N)=O)c3)CCO2)n1 (stereo not drawn)
→ -6.8, -5.3, 0.2, 10.7, -0.2, 2.0, 0.7, 5.2
> Cc1ccc2nc(SCC(=O)NC3CCCCC3)[nH]c2c1
→ 4.5, 7.4, 15.9, 0.0, 0.1, -43.6, -2.5, 5.6
> COc1ccc(S(=O)(=O)N(C(=O)c2ccncc2)c2ccc(N(C(=O)c3ccncc3)S(=O)(=O)c3ccc(OC)cc3)cc2)cc1
→ 0.0, 17.7, -1.8, 0.3, 1.4, 1.5, -0.2, -0.4
> COc1ccc(C(=O)Nc2cccc(/C=C/c3nc4sc5c(c4c(=O)[nH]3)CCCC5)c2)cc1
→ -82.3, -294.0, -91.0, -49.7, -9.9, -10.4, -5.7, 0.0
> Cc1ccc(NC(=O)CCc2nc(CSc3nnc(-c4cccc(C)c4)o3)no2)cc1
→ 4.2, 29.3, -4.4, 1.1, 3.8, -0.2, 8.6, -62.0
> COc1ccc(NC(=O)Cn2c(=O)n(-c3ccc(CC(=O)NCCc4ccccc4)cc3)c(=O)c3ccccc32)cc1
→ 6.7, 18.8, 11.5, 15.6, 3.5, 8.2, 8.4, 28.5
> CC(=O)Nc1ccc(NC(=O)/C(=C/c2ccccc2Cl)c2ccccc2)cc1
→ 11.0, 22.5, 10.5, 15.7, 2.7, 0.2, -3.2, -95.3
> COc1ccc(-c2[nH]c3ncccc3c2CN2CCCC2)cc1
→ -8.4, -36.4, -8.4, -9.0, -1.8, -3.1, -8.8, -0.2
> COc1cc(CO)c(-c2c[nH][nH]c2=O)cc1OC
→ -0.1, -6.1, 2.1, -2.0, -0.8, -1.3, -1.0, 11.4
> CCOC(=O)c1ccc(Oc2nc(C)nc3sc(C)c(C)c23)cc1
→ -0.9, 2.7, -2.2, -16.0, -1.5, 1.8, 3.4, -97.4
> Cc1ccc(C(=O)N2CCCC(c3cc(-c4ccccc4)n[nH]3)C2)cn1 (stereo not drawn)
→ 4.1, 11.5, 5.2, -3.1, 0.8, -1.1, -0.3, 3.0
> O=C(Nc1ccccc1F)c1cc(C2CC2)on1
→ -12.2, -10.9, 5.0, -10.7, -3.9, -6.8, -1.7, 5.9
> COc1ccc(CNC(=O)CCSCc2ccccc2C)cc1
→ 7.2, 8.0, 4.7, 3.1, 2.1, -23.4, -0.4, 4.4
> O=C(NCc1ccccc1)c1cnn2c3c(cnc12)CCCCC3
→ 4.3, 13.8, 7.8, 10.5, -1.0, -5.9, 0.4, -9.0
> CCN1CCN(S(=O)(=O)c2cc(-c3nnc(C4CC4)o3)co2)CC1
→ 10.3, -13.1, -5.9, 2.6, 0.5, 1.8, -5.3, 11.4
> CC(/C=C/C(=O)NO)=C\C(C)C(=O)c1ccc(N(C)C)cc1 (stereo not drawn)
→ -4.2, -8.4, -1.6, 1.9, -1.2, -1.0, -0.1, -3.7
> COc1ccc(S(=O)(=O)c2cnc3ccc(Cl)cc3c2NCc2ccccc2)cc1
→ -1.0, 30.4*, 4.3, 2.0, 5.6, 6.3, 6.5, 4.5
> COc1ccc(C(=O)N2CCN(c3oc(/C=C/c4cccc(OC)c4)nc3C#N)CC2)cc1
→ 6.5, 6.7, 6.0, 25.2, -1.3, -4.3, 4.2, -14.5
> Cc1ccc(-c2noc(CN3CCC(C(N)=O)CC3)n2)cc1
→ 18.2, 7.2, 12.4, 10.9, 2.7, 5.9, 3.1, 22.1
> CC1CC(=O)Nc2cc(S(=O)(=O)N3CCc4ccccc43)ccc2S1 (stereo not drawn)
→ -0.6, -37.9, 0.3, 21.0, -3.7, -4.6, 0.8, -3.2
> CCC(C(=O)Nc1cc(=O)[nH]c2nc(-c3ccc(OC)cc3)nn12)c1ccccc1 (stereo not drawn)
→ -13.3, -17.5, -23.2, -20.2, -0.2, 1.8, 29.8, 4.9
> Nc1cc(C2CCN(C(=O)c3nccc4ccccc34)CC2)no1
→ 1.5, 0.3, -1.7, 0.5, -3.8, 0.0, -1.5, 10.4
> CCOC(=O)c1ccc(NC(=O)CN2C(=O)CSCC2=O)cc1
→ -8.7, -26.8, -9.9, -21.5, -2.8, -2.6, -6.0, -70.1
> O=C(Nc1ccc(Cl)cc1)C1Cn2ccnc2C2(CCN(C(=O)C3CC3)CC2)O1 (stereo not drawn)
→ 5.5, -5.7, -0.1, -19.8, 0.5, 2.0, -3.9, -109.6
> O=C(COC(=O)c1cccnc1Nc1cccc(C(F)(F)F)c1)Nc1ccc(F)cc1
→ 2.8, -0.3, 0.1, 19.2, 0.3, 3.5, 6.9, -6.2
> Cc1c(S(=O)(=O)N2CCCC2)cc(C(=O)Nc2ccccc2F)n1C
→ 0.7, 4.6, 2.6, 5.8, -0.9, 1.4, 1.5, 1.0
> Cc1nnc(NC(C)c2ccccc2)[nH]c1=O (stereo not drawn)
→ 12.9, 16.3, 2.1, 5.1, -1.2, 2.0, -2.7, -0.1

4 entries from above, arranged by count of non-hydrogen atoms, falling.
Below each compound – OTUD3 block, USP30 inh, USP28 block, USP17 block, UCHL1 block, USP7 inh, USP10 block, USP8 inh
> O=C(COC(=O)c1cccnc1Nc1cccc(C(F)(F)F)c1)Nc1ccc(F)cc1
→ 2.8, -0.3, 0.1, 19.2, 0.3, 3.5, 6.9, -6.2
> COc1ccc(S(=O)(=O)c2cnc3ccc(Cl)cc3c2NCc2ccccc2)cc1
→ -1.0, 30.4*, 4.3, 2.0, 5.6, 6.3, 6.5, 4.5
> O=C(Nc1ccccc1F)c1cc(C2CC2)on1
→ -12.2, -10.9, 5.0, -10.7, -3.9, -6.8, -1.7, 5.9
> Cc1nnc(NC(C)c2ccccc2)[nH]c1=O (stereo not drawn)
→ 12.9, 16.3, 2.1, 5.1, -1.2, 2.0, -2.7, -0.1

Returning to the listing, repeating the 2 entries before the break.
Below each compound – OTUD3 block, USP30 inh, USP28 block, USP17 block, UCHL1 block, USP7 inh, USP10 block, USP8 inh
> Cc1c(S(=O)(=O)N2CCCC2)cc(C(=O)Nc2ccccc2F)n1C
→ 0.7, 4.6, 2.6, 5.8, -0.9, 1.4, 1.5, 1.0
> Cc1nnc(NC(C)c2ccccc2)[nH]c1=O (stereo not drawn)
→ 12.9, 16.3, 2.1, 5.1, -1.2, 2.0, -2.7, -0.1
> CNC(=O)c1ccc(S(=O)(=O)NC(c2ccc(Cl)cc2)C2CC2)cc1 (stereo not drawn)
→ 10.9, -110.0, 2.7, 1.3, 2.9, 1.5, 3.0, 1.7
> Cc1ncsc1CN1CCCC(c2ccnc3c(C(N)=O)cnn23)C1 (stereo not drawn)
→ 2.3, 12.4, 3.7, 7.0, 2.5, 5.3, 3.6, 5.3
> Cc1ccccc1C(=O)N1CCCC(c2nc(-c3ccncc3)ncc2-c2ccncc2)C1 (stereo not drawn)
→ 17.5, 19.3, 6.2, -0.6, 0.1, 2.2, 1.4, -83.0
> COc1ccc(CNC(=O)CCn2c(=O)c3sccc3n(Cc3ccccc3C#N)c2=O)cc1
→ 13.1, 56.0*, 16.3, 55.0*, 2.6, 2.4, 1.8, 11.0
> Cc1ccc(-c2nc(C)c(C(=O)N3CCN(CCO)CC3)s2)cc1
→ 0.8, 11.5, -1.6, -0.5, 1.2, 4.2, -0.6, 2.2
> CCc1ccc(CNCC2COCc3c(C)nnn3C2)o1 (stereo not drawn)
→ -0.9, -34.0, -4.0, ., -3.8, -0.4, -10.1, -28.3
> Cc1ccccc1NC(=O)C1(N(Cc2ccco2)C(=O)c2cccnc2)CCCCC1
→ 2.8, 5.1, 4.4, 3.2, 5.0, 0.2, -4.8, 3.0
> Cc1c(C(=O)NCc2ccccn2)oc2c1/C(=N\O)CC(C)(C)C2
→ -9.9, -21.3, -15.5, -37.1, 0.6, 0.0, -2.8, -122.3
> FC(F)(F)c1nc2ccccc2n2c(-c3c(Cl)cccc3Cl)nnc12
→ -6.2, -0.1, -3.2, -1.3, -2.6, 0.4, 1.3, -2.8
> COc1ccc(-c2cc(C(=O)NCc3cccnc3)on2)cc1OC
→ 16.1, 27.0, 15.1, 12.6, 2.9, 4.2, 10.5, 12.5
> Cc1nnn(-c2ccccc2)c1C(=O)NC1CC1
→ 0.5, ., ., 2.8, 0.6, 2.5, -0.6, 1.8
> Cc1ccc(CN2CC[C@H](c3nnc(-c4cccnc4)o3)C2)o1
→ -58.0, -261.2, -77.3, -79.4, -35.0, -37.8, -8.0, -36.5
> COc1ccc(NC(=O)Nc2ccc(CCc3nc4ccccc4[nH]3)cc2)c(OC)c1
→ 15.7, 76.3*, 28.4, 59.4*, 4.6, 5.9, 11.8, 24.5
> COc1ccc(-c2cc(N3CCC(NC(=O)c4cccnc4)C3)n[nH]2)cc1 (stereo not drawn)
→ 10.4, 16.3, 8.8, 8.5, 2.1, 0.8, 1.1, -0.2
> COc1cccc(C2c3[nH]c4ccccc4c3C[C@@H]3C(=O)N(CC(O)c4ccccc4)CC(=O)N23)c1 (stereo partly drawn)
→ -20.9, -39.9, 39.9*, 45.4*, 7.5, 9.6, 21.6, 31.5*
> Cc1cc(C)cc(Nc2nc3ccncc3n(Cc3ccccc3)c2=O)c1
→ -2.8, 16.9, -10.6, 23.0, -1.3, -1.6, -1.2, -29.8
> COc1ccc(NC(=O)CS(=O)c2ccccc2Cl)cc1 (stereo not drawn)
→ -8.3, -7.5, -6.9, -7.8, -3.3, -3.9, -0.5, -7.5
> CC1CSc2ccc(S(=O)(=O)Nc3ccc(F)c(F)c3)cc2NC1=O (stereo not drawn)
→ -4.0, -9.9, -4.4, 0.6, -4.3, -10.6, 1.0, -9.7
> Cc1ccccc1Nc1c(-c2ccccc2O)nc2c(C)cccn12
→ -4.4, -7.2, -8.4, 0.0, 5.1, 5.9, 8.9, 0.7
> Cc1cccnc1NC(=O)c1ccc(-n2cccn2)nn1
→ -4.0, -0.3, 0.1, -8.0, -3.4, -1.3, -1.4, -8.3
> O=S(=O)(Nc1ccc2oc(-c3ccncc3)nc2c1)c1ccccc1
→ 15.8, 30.4*, 32.1*, 54.5*, 1.2, 2.8, 5.2, 1.9
> Fc1ccccc1CN1CCN(Cc2cccnc2)CC1
→ 0.3, -0.9, 0.1, 0.0, 0.0, 0.4, 1.0, 1.6
> Cc1oc(C2CCN(C(=O)NCc3ccc(F)cc3)CC2)nc1C(=O)N(C)C
→ 8.2, 22.5, 13.8, 9.7, 1.3, 5.4, 2.8, 17.7
> Cc1cccc2c(=O)n(C)c(CCC(=O)NCc3cc(F)ccc3F)nc12
→ 8.9, 44.8*, 9.2, 37.7*, 1.4, 1.4, -0.9, 5.3
